Screening data from PubChem.
Dyrk1A ADPGlo – rat Dyrk1A kinase inhibitors, primary screen, biochemical, single point, plate reader; Dual specificity tyrosine-phosphorylation-regulated kinase 1A (Rattus norvegicus), Q63470; AID 504441, 2011; ADP-Glo luminescence, NFATc1 peptide; hit rate 0.43% among 310,000; inhibition, % at 12.5 µM; in the data active = inhibition above about 50%;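 also: plate controls were vehicle with enzyme for no effect and no enzyme for full effect; many of its hits are not listed in these tables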
TRPC4 potent – positive allosteric modulators of TRPC4, primary screen, cell-based, mouse TRPC4beta, HEK293 mu-opioid, Fluo-4 calcium. B-score at 10 µM. AID 2227, 2009. Short transient receptor potential channel 4 (Mus musculus), Q9QUQ5. DAMGO EC20, Fluo-4 Ca2+ flux; active compounds read high. hit rate 0.42% among 310,000;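 active = B-score of calcium response area above 5 SD of library B-scores, with initial fluorescence ratio within 5 SD of library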;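 also: B-score of integrated fluorescence ratio over time as area under calcium response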
KCNQ1 act – potentiators or activators of KCNQ1 channel, primary screen, cell-based, thallium flux, high-throughput | CHO-K1 KCNQ1, thallium flux FluxOR fluorescence; active compounds read high | hit rate 0.35% among 310,000 | B-score at 10 µM;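 active = fluorescence ratio B-score, a plate-corrected score, at least three library SD, with initial intensity B-score within 5 SD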
Target sequence (P51787 whole entry, looked up): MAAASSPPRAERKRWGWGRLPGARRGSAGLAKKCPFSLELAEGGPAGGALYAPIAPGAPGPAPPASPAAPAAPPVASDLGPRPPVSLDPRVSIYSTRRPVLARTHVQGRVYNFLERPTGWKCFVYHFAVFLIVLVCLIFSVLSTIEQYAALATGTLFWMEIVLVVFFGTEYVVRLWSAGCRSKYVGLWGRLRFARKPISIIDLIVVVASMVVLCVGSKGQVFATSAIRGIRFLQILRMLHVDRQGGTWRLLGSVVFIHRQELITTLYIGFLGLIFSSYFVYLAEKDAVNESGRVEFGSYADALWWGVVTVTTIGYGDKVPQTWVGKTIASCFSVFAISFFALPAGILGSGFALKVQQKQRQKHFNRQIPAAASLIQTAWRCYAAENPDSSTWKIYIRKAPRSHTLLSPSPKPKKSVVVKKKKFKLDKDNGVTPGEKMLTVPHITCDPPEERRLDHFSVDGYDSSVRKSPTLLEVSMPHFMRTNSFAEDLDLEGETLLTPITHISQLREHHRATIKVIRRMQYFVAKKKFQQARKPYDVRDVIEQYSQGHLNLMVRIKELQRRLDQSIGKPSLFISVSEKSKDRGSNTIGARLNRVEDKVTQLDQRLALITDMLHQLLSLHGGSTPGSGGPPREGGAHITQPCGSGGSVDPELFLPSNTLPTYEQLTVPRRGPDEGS
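assay system = KCNQ1-transfected CHO-K1 cells | medium = assay buffer with matched DMSO | probe or stimulus = depolarizing K+/Tl+ stimulus, K2SO4 and Tl2SO4 each 12.5 mM in 5x stock | dosing = single dose | incubation = dye 90 min, compound 20 min, room temperature | detection = kinetic FluxOR fluorescence, 10 s baseline plus 110 s post-stimulus | evaluation = ratio B score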
KCNQ1 block – inhibitors of human KCNQ1 channel, primary screen, cell-based, thallium flux, high-throughput | hit rate 1.3% among 310,000 | CHO-K1 KCNQ1, FluxOR thallium flux fluorescence; active compounds read high | B-score at 10 µM | Potassium voltage-gated channel subfamily KQT member 1 (Homo sapiens), P51787 | AID 2642, 2010;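 active = compounds whose thallium flux B-score, printed positive for inhibition, exceeds three library SD while starting fluorescence stays within three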;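 also: channel opened by potassium depolarization with thallium stimulus after 20 min compound exposure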
ANO1 activ – TMEM16A chloride channel activators or potentiators, primary screen, cell-based, HTS. HEK293 TMEM16A/YFP-H148Q/I152L, iodide quench fluorescence; active compounds read low. B-score at 10 µM. hit rate 0.3% among 340,000. AID 623877, 2012;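 active = fluorescence-ratio B-score plate-corrected deviation score at least 3 library SD below zero, with starting fluorescence score within 5 deviations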;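 also: channel opened by trigger with iodide after compound preincubation; score built on the fluorescence ratio of max minus min over baseline; more negative score means more quench and so TMEM16A activation or potentiation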
TRPC4 act – activators of mouse TRPC4 channel, primary screen, Fluo4 calcium, HEK293 TRPC4beta/mu-opioid cells; Short transient receptor potential channel 4 (Mus musculus), Q9QUQ5; Fluo4 calcium fluorescence; active compounds read high; B-score at 10 µM; hit rate 0.49% among 310,000; AID 2237, 2010;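 active = B-score above 5 SD of library B-scores, and initial fluorescence ratio not above library mean plus 5 SD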;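 also: positive B-score marks a calcium rise read as TRPC4 activation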
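Assay system – TRPC4beta and mu-opioid receptor HEK293 stable cells · Measured by – Fluo4 fluorescence, kinetic · Schedule – dye loading 45 min room temperature, 110 s kinetic read · Read-out – B-scored integrated calcium fluorescence ratio · Controls – buffer and maximal DAMGO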
hERG protect – hERG rescue from dofetilide block, primary screen, cell-based, CHO-hERG, FluxOR thallium flux, dofetilide IC70; AID 1511, 2009; hit rate 0.51% among 310,000; dofetilide IC70 present; activation (rescue from dofetilide block), less the hit threshold, % at 10 µM;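 active = activation above the mean of controls blocked by dofetilide plus 5 SD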;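 also: thallium influx through hERG after potassium depolarization seen as dye fluorescence rise; in these data hits start at about 4.7%; inactives centre near -7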
HDAC3 inh – HDAC3 deacetylase inhibitors, primary screen, biochemical, fluorescence, cell-free homogeneous | hit rate 0.15% among 320,000 | recombinant HDAC3, fluorogenic peptide/trypsin coupled | Histone deacetylase 3 (Homo sapiens), O15379 | inhibition, % at 8.3 µM; in the data active = inhibition above about 26%, passing the limit was not always enough; inconclusive = no clear call, values can overlap the other calls
KCNK3 block – human KCNK3 channel inhibitors, primary screen, CHO cells, FluxOR thallium flux, B-score; Potassium channel subfamily K member 3 (Homo sapiens), O14649; FluxOR fluorescence; active compounds read low; hit rate 0.84% among 340,000; B-score at 10 µM;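 active = B-score under library mean minus 4 SD, starting fluorescence ratio at most library mean plus 5 SD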;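 also: more negative B-score means stronger inhibition of thallium flux through KCNK3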
Target sequence (O14649 whole entry, looked up): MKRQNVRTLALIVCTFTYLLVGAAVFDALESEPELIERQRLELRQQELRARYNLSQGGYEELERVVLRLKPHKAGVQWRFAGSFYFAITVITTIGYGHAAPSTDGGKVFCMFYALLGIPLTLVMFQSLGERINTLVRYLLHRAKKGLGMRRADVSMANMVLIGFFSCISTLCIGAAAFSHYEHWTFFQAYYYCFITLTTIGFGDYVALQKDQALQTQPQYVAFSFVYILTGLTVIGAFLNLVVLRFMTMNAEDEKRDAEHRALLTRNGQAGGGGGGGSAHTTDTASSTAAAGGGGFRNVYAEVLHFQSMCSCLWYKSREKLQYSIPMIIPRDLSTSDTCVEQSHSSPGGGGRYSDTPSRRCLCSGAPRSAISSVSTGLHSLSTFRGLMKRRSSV
TMEM16A inh – TMEM16A chloride channel inhibitors, primary screen, cell-based, HTS; Anoctamin-1 (Mus musculus), Q8BHY3; HEK293 TMEM16A/YFP iodide influx fluorescence, ionomycin; normalized B-score (activity score, 25-100; higher = stronger inhibition) at 10 µM; hit rate 1.2% among 310,000;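 active = ratio plate-corrected score three or more library SD toward inhibition, starting fluorescence score within five deviations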;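 also: score derived from kinetic fluorescence span divided by baseline fluorescence per well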
KCNK9 block – KCNK9 potassium channel inhibitors, primary screen, HEK293 cells, thallium flux; Potassium channel subfamily K member 9 (Homo sapiens), Q9NPC2; AID 488922, 2010; FluxOR thallium flux fluorescence; active compounds read low; hit rate 1.2% among 310,000; B-score at 10 µM;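 active = ratio B-score over 3 SD below the library mean, with starting fluorescence within 5 SD of its mean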;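 also: negative B-score means less thallium flux so channel inhibition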
* hit, by the source's call; i = inactive; ? = inconclusive; nt = no result given. Some of the compounds tested; count on the stated rates, not on these rows.

SMILES | Dyrk1A ADPGlo | TRPC4 potent | KCNQ1 act | KCNQ1 block | ANO1 activ | TRPC4 act | hERG protect | HDAC3 inh | KCNK3 block | TMEM16A inh | KCNK9 block
NS(=O)(=O)c1ccc2nc(NC(=O)c3ccc4c(c3)OCCO4)sc2c1 | -1.5 | i | i | i | i | i | -4.4 | -1.6 | i | i | i
CCOC(=O)N1CCN(C(=O)CSc2nnc(-c3cc(OC)cc(OC)c3)o2)CC1 | -0.2 | i | i | i | i | i | -5.2 | -9.1 | i | i | i
COc1ccc(CCC(=O)Nc2cc(Cl)ccc2N2CCN(C)CC2)cc1 | nt | 12* | i | i | nt | i | -13.8 | -1.7 | nt | i | i
CC(=O)CC(=O)Nc1cccc2c1CCCC2 | 9.8 | i | i | i | i | i | -7.0 | -1.1 | i | i | i
O=C(Nc1ccc(NC(=O)c2ccco2)c(Cl)c1)c1ccc2c(c1)OCCO2 | 2.9 | i | i | i | i | i | -12.3 | -4.3 | i | i | i
COc1cc2[nH]c(C(=O)NCCc3ccccc3)cc2c(OC)c1OC | 0.7 | i | i | i | i | i | -7.2 | -20.2 | i | i | i
Cc1cc(=O)oc(C)c1C(=O)Nc1ccc(N(C)C)cc1 | 10.0 | i | i | i | i | i | -10.3 | -0.2 | i | i | i
COC(=O)CCCC1=CC2=C(c3ccccc3)C(=O)C(C)(OC(=O)C3CCCC3)C(=O)C2=CN1CCN1CCOCC1 (configuration not stated) | 0.8 | i | i | i | i | i | -11.2 | -1.1 | i | i | i
CC1C(=O)N2CCCc3cc(NC(=O)C(=O)NCCN4CCOCC4)cc1c32 (configuration not stated) | 7.2 | i | i | i | i | i | -3.7 | -8.6 | i | i | i
CCCNC(=O)C1CCCN(S(=O)(=O)c2ccc3c(c2)CC(C)N3C(=O)C2CC2)C1 (configuration not stated) | 5.5 | i | i | i | i | i | -10.1 | 2.5 | i | i | i
OCC(O)C(O)C(O)C(O)c1nc2ccccc2[nH]1 (configuration not stated) | -2.8 | i | i | i | i | i | -6.9 | -1.9 | i | i | i
CCOC(=O)c1cc(-c2ccccc2)sc1NC(=O)CSc1nnc(N)s1 | -0.3 | i | i | i | i | i | -3.2 | 3.5 | i | i | i
C=C(C)Cn1c(=O)c2c(nc3n2CC(C)CN3Cc2ccccc2)n(C)c1=O (configuration not stated) | 5.1 | i | i | i | i | i | -3.9 | 0.5 | i | i | i
CC(=O)N1c2ccc(S(=O)(=O)N(C)CC(=O)NCc3ccc(C)cc3)cc2CC1C (configuration not stated) | 10.2 | i | i | i | i | i | -7.0 | 3.2 | i | i | i
CN1CCN(S(=O)(=O)c2ccc(Cc3ccc(S(=O)(=O)N4CCN(C)CC4)cc3)cc2)CC1 | 1.5 | i | i | i | i | i | -4.3 | -0.9 | i | i | i
CCOc1ccc(C(=O)Nc2c3c(nn2-c2ccc(F)cc2)CS(=O)C3)cc1 (configuration not stated) | -2.3 | i | i | i | i | i | -5.1 | ? | i | i | i
COc1cccc(CN2CC(C(=O)N(C)Cc3nc(C)cs3)CCC2=O)c1 (configuration not stated) | -2.9 | i | i | i | i | i | -9.0 | nt | i | nt | i
CCCn1c(NCc2cc(OC)ccc2OC)nc2ccccc21 | -3.0 | i | i | i | i | i | -13.9 | -3.2 | i | i | i
COc1ccc(C2Nc3ccccc3C(=O)N2NS(=O)(=O)c2ccc(C)cc2)cc1OC (configuration not stated) | -8.2 | i | i | i | i | i | -16.2 | -9.7 | i | i | i
Cc1cc(C)n2nc(N)c(N=Nc3ccc4c(c3)OCO4)c2n1 | 7.1 | i | i | i | i | i | -7.8 | -3.3 | i | i | i
COc1ccccc1NC(=O)N1CCN(CCc2ccccc2)CC1 | 8.8 | i | i | i | i | i | -3.3 | 3.3 | i | i | i
CCN1C(C(=O)Nc2cc(C)on2)=C(O)c2ccccc2S1(=O)=O | -3.3 | i | i | i | i | i | -4.0 | -3.0 | i | i | i
CN1C(=O)C(O)(CC(=O)c2ccccc2O)c2cc(Br)ccc21 (configuration not stated) | 9.4 | i | i | i | i | i | -5.9 | -3.0 | i | i | i
O=C(NC1(C(F)(F)F)OCCO1)c1ccc(F)cc1 | -7.1 | i | i | i | i | i | -24.7 | -0.4 | i | i | i
O=C(Oc1cccc2c(OC(=O)N3CCCC3)cccc12)N1CCCC1 | -0.4 | i | i | i | i | i | -8.7 | 0.4 | i | i | i
C=CCNC(=O)c1ccc(N(C)S(=O)(=O)c2ccc(OC)cc2)cc1 | 3.3 | i | i | i | i | i | -10.9 | nt | i | i | i
CCc1nc2ccc(C(=O)NCCc3ccco3)cc2nc1CC | -4.2 | i | i | i | i | i | -9.6 | 1.7 | i | i | i
CC(=O)Oc1ccc(C(=O)Nc2cccc(C(=O)Nc3ccccc3C(=O)O)c2)cc1 | 12.4 | i | i | i | i | i | -12.1 | 1.8 | i | i | i
CS(=O)(=O)N(CC(=O)NCc1ccc2c(c1)OCO2)c1cccc(Cl)c1 | -2.1 | i | i | i | i | i | -5.7 | -12.0 | i | i | i
COc1ccc(OC)c(S(=O)(=O)NCc2cn3cccc(C)c3n2)c1 | 1.5 | i | i | i | i | i | 1.4 | -3.9 | i | i | i
O=S(=O)(c1ccccc1)N1N=C(c2ccc(Br)cc2)CC1c1ccco1 (configuration not stated) | -1.1 | i | i | i | i | i | -7.7 | -2.6 | -10.1* | i | -11.1*
CCCC1CC(C)(C(=O)Cn2[nH]c(=O)ccc2=O)OC1=O (configuration not stated) | 3.2 | i | i | i | i | i | -5.1 | -12.4 | i | i | i
COc1ccc(O)c(C(=O)c2coc(=N)c(C(=O)Nc3ccc(SC(F)F)cc3)c2)c1 | -3.4 | i | i | i | i | i | -10.7 | 5.9 | i | i | i
CC(C)c1ccc2nc3sc(C(=O)N4CCc5ccccc5C4)c(N)c3cc2c1 | 3.5 | i | i | i | i | i | -6.6 | 0.1 | i | i | i
Cc1ccc(C(C(=O)NC2CCCC2)N2CCCC(C)C2)cc1 (configuration not stated) | 11.3 | i | i | i | i | i | -5.5 | -1.5 | i | i | i
CC1CC(C)CN(C(=O)CCS(=O)(=O)c2ccc3c(c2)NC(=O)CS3)C1 (configuration not stated) | 1.0 | i | i | i | i | i | -3.7 | 1.4 | i | i | i
CCC(C(=O)NC(C)(C)C)N(Cc1ccccc1Cl)C(=O)c1snc(C(N)=O)c1N (configuration not stated) | 10.6 | i | i | i | i | i | -18.2 | 2.9 | i | i | i
OCCN1CCN(C(=S)Nc2ccccc2)CC1 | 1.1 | i | i | i | i | i | -14.6 | 10.7 | i | i | i
O=C(c1cccc2ccccc12)C1CCCN(C(=O)CCCn2cncn2)C1 (configuration not stated) | 0.8 | i | i | i | i | i | -5.2 | -0.7 | i | i | i
Cc1ccc(NS(=O)(=O)c2cc([N+](=O)[O-])ccc2NNC(=S)Nc2cc(C)ccc2C)c(C)c1 | -6.8 | 16* | i | 6* | i | i | -11.8 | -7.6 | i | 100* | i

Quoted at random: three compounds from above
SMILES | Dyrk1A ADPGlo | TRPC4 potent | KCNQ1 act | KCNQ1 block | ANO1 activ | TRPC4 act | hERG protect | HDAC3 inh | KCNK3 block | TMEM16A inh | KCNK9 block
O=S(=O)(c1ccccc1)N1N=C(c2ccc(Br)cc2)CC1c1ccco1 (configuration not stated) | -1.1 | i | i | i | i | i | -7.7 | -2.6 | -10.1* | i | -11.1*
COc1ccc(O)c(C(=O)c2coc(=N)c(C(=O)Nc3ccc(SC(F)F)cc3)c2)c1 | -3.4 | i | i | i | i | i | -10.7 | 5.9 | i | i | i
CC(=O)Oc1ccc(C(=O)Nc2cccc(C(=O)Nc3ccccc3C(=O)O)c2)cc1 | 12.4 | i | i | i | i | i | -12.1 | 1.8 | i | i | i

(continued)
SMILES | Dyrk1A ADPGlo | TRPC4 potent | KCNQ1 act | KCNQ1 block | ANO1 activ | TRPC4 act | hERG protect | HDAC3 inh | KCNK3 block | TMEM16A inh | KCNK9 block
CCc1nc(C)ccc1OC(=O)C12CC3CC(CC(C3)C1)C2 | 1.9 | i | i | i | i | i | -4.4 | 4.0 | i | i | i
CCOC(=O)c1cccc(NC(=O)CSc2nnnn2C)c1 | 9.8 | i | i | i | i | i | -12.1 | -1.0 | i | i | i
O=C(NCC(=O)N1CCCCC1)c1ccc2ccccc2c1 | 12.6 | i | i | i | i | i | -9.2 | 2.1 | i | i | i
CC(C)C1CC(CCN)(c2ccccc2)CCO1 (configuration not stated) | -0.6 | i | i | i | i | i | -6.2 | 3.9 | i | i | i
CC(C)CC1(C)NC(=O)N(CC(=O)NC(=O)Nc2ccc3c(c2)OCCO3)C1=O (configuration not stated) | 6.2 | i | i | i | i | i | -9.8 | -2.0 | i | i | i
COc1ccc2[nH]c(C(=O)NCCN3CCCCC3)cc2c1 | nt | i | i | i | nt | i | -3.3 | -23.2 | nt | i | i
O=C(O)C1C2C=CC(O2)C1C(=O)NCc1ccccc1Br (configuration not stated) | 0.5 | i | i | i | i | i | -6.5 | 1.5 | i | i | i
COc1cccc(N2CC(C(=O)NC3CCCCC3)CC2=O)c1 (configuration not stated) | 3.9 | i | i | i | i | i | -8.0 | -6.3 | i | i | i
CCCCCCCSc1nsc(N)n1 | 1.0 | i | i | i | i | i | -0.3 | 5.7 | i | i | i
COC(=O)c1ccccc1OS(=O)(=O)N(C)C | -2.9 | i | i | i | i | i | -2.5 | -1.9 | i | i | i
CCC(=O)Nc1c(C(=O)N2CCN(c3ccccn3)CC2)cnn1-c1ccc(Cl)cc1 | 6.3 | i | i | i | i | i | -11.2 | -1.2 | i | i | i
CCC(C)n1c(=O)c2sccc2n2c(CCCC(=O)N3CCC(C(N)=O)CC3)nnc12 (configuration not stated) | 4.0 | i | i | i | i | i | -10.1 | -5.9 | i | i | i
